TWEAK Fn14 block = inhibitors of TWEAK-Fn14 interaction signaling. TWEAK-stimulated Fn14 reporter cells, luciferase luminescence, 8 h. inhibition, % at 10 µM. hit rate 2% among 360,000. AID 1159606; in the data active = inhibition above about 50%
hiPSC survival = hiPSC single-cell survival enhancement; ATPlite luminescence; 100% = ROCK inhibitor wells, 0% = DMSO; survival enhancement, % at 20 µM; hit rate 0.044% among 360,000; in the data active = survival enhancement above about 18%;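 note: cells exposed to compounds for 16 hours before the ATP read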
HIF-2a inh = blocks HIF-2a reporter activity; 786-0 RCC cells HIF-2a reporter, luciferase luminescence, overnight; inhibition, % at 18.8 µM; hit rate 0.72% among 360,000;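 active = inhibition of the luminescence signal of 40% or more relative to plate controls, in a single-dose primary screen at 18.75 µM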
KKLEB cytotox = counter-screen for CF NF-kB inhibitors: cytotoxicity | AID 602141 | KKLEB CF airway cells viability, ATPlite luminescence, overnight; stronger effect = lower value; cells stimulated with P. aeruginosa culture filtrate | hit rate 0.36% among 360,000 | activity change (cytotoxicity), % at 5 µM;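 active = corrected activity change at or below -50% at 5 µM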
aDG glyco up = alpha-DG glycosylation activation; AID 624168; hit rate 0.22% among 360,000; Pro5-aDG cells, alpha-DG glycosylation AlphaScreen (IIH6); 0% Pro5, 100% B10-LARGE cell signal; activation, % at 10 µM;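 active = activation of at least 8% versus controls, or a plate z-score of at least 8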;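 note: Pro5 are CHO cells carrying HIG-tagged alpha-DG that lacks glycosylation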
Peg3 promoter = Peg3 promoter activity inhibition | HeLa PEG-Prom luciferase reporter, luminescence, overnight | inhibition, % at 20 µM | hit rate 1.7% among 360,000 | AID 588405;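 active = inhibition of at least 50% at 20 µM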
MITF TRPM1 inh = inhibitors of MITF-driven TRPM1 promoter in melanoma cells | SK-MEL-5 TRPM1 promoter luciferase, 24 h | inhibition, % at 12.5 µM | hit rate 0.83% among 330,000;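 active = mean inhibition across replicates of 60% or more, whatever share of single replicates reaches that level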; note: values of inactives mirror those of a sister screen read the other way
Shn3 inh set2 = Schnurri-3 reporter inhibition in Clone20 osteoblasts | Clone20 osteoblast Shn3 3'UTR firefly luciferase, 24 h | inhibition, % at 12.5 µM | hit rate 0.52% among 360,000 | AID 588674;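 active = mean inhibition of at least 75% with every replicate also reaching 75%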;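 note: 0% = median of neutral control wells and 100% = pilot-screen positive control compound; some compounds past the cut are filed as inactive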
CF NFkB inh = cystic fibrosis NF-kB activation inhibition; KKLEB NF-kB-GFP reporter, PAF-induced, GFP fluorescence overnight; inhibition, % at 5 µM; hit rate 0.86% among 360,000;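 active = at least 50% inhibition at 5 µM, scaled per plate between neutral and stimulator controls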;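 note: PAF is a Pseudomonas aeruginosa culture filtrate used as stimulus; plate controls were PAF-stimulated DMSO wells for no effect and unstimulated DMSO wells for full effect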
NR2E3 ag-1 = activates human NR2E3 receptor | CHO-S Gal4-NCOR/VP16-NR2E3 two-hybrid, luciferase | hit rate 0.35% among 360,000 | inhibition of corepressor binding, % at 3.98 µM | AID 602229;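 active = inhibition above the mean of all tested compounds plus 3 SD, cut at about 70% in these data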;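 note: 0% = DMSO with NR2E3 transfected cells and 100% = cells lacking NR2E3 construct; higher means lower luciferase signal from less NR2E3 corepressor binding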
Target sequence (Q9Y5X4 whole entry, looked up, the tested form may be a part): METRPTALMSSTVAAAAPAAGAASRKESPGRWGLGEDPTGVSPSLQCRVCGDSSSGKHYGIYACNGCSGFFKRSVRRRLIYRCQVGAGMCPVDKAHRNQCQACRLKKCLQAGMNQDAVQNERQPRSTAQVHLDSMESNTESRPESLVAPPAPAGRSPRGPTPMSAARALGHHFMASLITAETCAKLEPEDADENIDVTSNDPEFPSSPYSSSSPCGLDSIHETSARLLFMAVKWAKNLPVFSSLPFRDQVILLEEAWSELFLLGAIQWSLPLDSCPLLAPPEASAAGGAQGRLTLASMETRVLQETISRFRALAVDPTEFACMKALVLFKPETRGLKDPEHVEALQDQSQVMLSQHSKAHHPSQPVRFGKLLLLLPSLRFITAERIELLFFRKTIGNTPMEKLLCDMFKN
NR2E3 ag-2 = agonists of human nuclear receptor NR2E3 | Q9Y5X4 | GST-NR2E3/biotin-RetCOR TR-FRET, 1536-well | inhibition of corepressor binding, % at 4.78 µM | hit rate 0.12% among 320,000 | AID 2300;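 active = percent inhibition above the cutoff of mean plus 3 SD of all tested compounds, set per screening campaign, cut at about 20% in these data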;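 note: 0% = DMSO wells and 100% = biotin wells as full block of FRET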
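System: GST-NR2E3 and biotin-RetCOR proteins; probe or stimulus: 7 nM biotin-RetCOR; doses: compound at 4.8 µM, single dose; schedule: Compound–protein incubation for 5 h at 4 °C; detection: time-resolved FRET; read-out: percent inhibition; controls: biotin wells as high control, 0.6% DMSO wells as low control; format: 1536-well plates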
* = called active by the depositor; . = no result given.

The first five records (preview)
SMILES	TWEAK Fn14 block	hiPSC survival	HIF-2a inh	KKLEB cytotox	aDG glyco up	Peg3 promoter	MITF TRPM1 inh	Shn3 inh set2	CF NFkB inh	NR2E3 ag-1	NR2E3 ag-2
COc1ccc(NC(=O)COC(=O)c2ccco2)c([N+](=O)[O-])c1	0	-2.0	9	1	0.0	5	-3	-1	9	-2	4
O=C(NNC(=O)c1cc2cc(Br)ccc2oc1=O)c1ccc(O)cc1	-28	0.5	19	-14	0.1	9	7	-13	1	-33	1
O=C(COC(=O)/C=C/c1cccc(Br)c1)NC1CCCCC1	1	-0.3	2	-2	-0.3	-20	4	25	-2	-5	6
COc1ccccc1C(=O)COC(=O)c1cc(S(=O)(=O)N2CCCCC2)ccc1N1CCOCC1	5	-0.3	-4	2	-0.3	9	3	6	-12	-7	4
COc1cc(SC)ccc1C(=O)Nc1cc(C)c(OCC(=O)N2CCOCC2)c(C)c1	1	-0.2	-76	-2	2.4	-53	-18	-17	11	-6	3

The listing, previewed entries included:
SMILES	TWEAK Fn14 block	hiPSC survival	HIF-2a inh	KKLEB cytotox	aDG glyco up	Peg3 promoter	MITF TRPM1 inh	Shn3 inh set2	CF NFkB inh	NR2E3 ag-1	NR2E3 ag-2
COc1ccc(NC(=O)COC(=O)c2ccco2)c([N+](=O)[O-])c1	0	-2.0	9	1	0.0	5	-3	-1	9	-2	4
O=C(NNC(=O)c1cc2cc(Br)ccc2oc1=O)c1ccc(O)cc1	-28	0.5	19	-14	0.1	9	7	-13	1	-33	1
O=C(COC(=O)/C=C/c1cccc(Br)c1)NC1CCCCC1	1	-0.3	2	-2	-0.3	-20	4	25	-2	-5	6
COc1ccccc1C(=O)COC(=O)c1cc(S(=O)(=O)N2CCCCC2)ccc1N1CCOCC1	5	-0.3	-4	2	-0.3	9	3	6	-12	-7	4
COc1cc(SC)ccc1C(=O)Nc1cc(C)c(OCC(=O)N2CCOCC2)c(C)c1	1	-0.2	-76	-2	2.4	-53	-18	-17	11	-6	3
CC(C)OCCCn1c(=N)c(C(N)=S)cc2c(=O)n3ccccc3nc21	-16	-2.5	11	-20	-0.1	2	6	32	14	-11	4
COc1ccc(S(=O)(=O)N2CCCC2C(=O)Nc2nccs2)cc1 (stereo not given)	-3	-1.2	12	4	0.1	5	5	-9	-3	5	-3
CC(=O)c1ccc(-c2ccc(-c3cc(=O)oc4c(C(C)C)ccc(C)c34)cc2)cc1	19	0.0	-26	-10	0.1	-2	8	44	40	-20	.
CCOc1ccccc1Nc1nnc(SCC(=O)NC(Cc2c[nH]c3ccccc23)C(=O)O)s1 (stereo not given)	-3	-0.5	6	-8	-0.4	-5	4	-6	-3	-20	-3
Cc1cccc(NC(=O)[C@@H]2CCCN2C(=O)OC(C)(C)C)c1C	-8	-0.7	-4	11	0.0	5	4	-4	-6	-24	-2
O=C(CN1CCN(Cc2ccccc2)CC1)Nc1nc2ccccc2s1	4	-0.2	5	1	0.1	4	15	0	0	-4	2
Cc1ccc2c(c1)C(=O)C(=O)N2CCOc1ccccc1	-23	-0.2	-104	-17	0.0	-74	-11	-7	37	-27	-1
CCN(CC)S(=O)(=O)c1ccc2oc(C(=O)N3CCCCCC3)c(C)c2c1	7	2.5	9	-19	0.3	15	2	28	10	2	-4
O=C(Oc1cc(=O)oc2ccccc12)c1cccnc1Cl	-4	-0.9	23	-6	0.1	3	-12	12	18	-10	-1
COc1cccc(-n2c(C)nc3c(cnn3-c3ccc(Cl)cc3)c2=O)c1	15	-0.4	-16	1	2.4	-12	1	84	-6	20	-1
Cc1cc(=O)n2nc(N3CCCC(C(=O)NC(C)c4ccccc4)C3)sc2n1 (stereo not given)	8	2.0	9	6	-0.2	1	4	-1	2	-16	2
CCCCNC(=O)CSc1nnc(-c2c[nH]c3ccccc23)n1CC1CCCO1 (stereo not given)	-2	2.3	-10	-10	0.0	7	-2	9	-4	-11	4
Cn1c(=O)c2cc(NC(=O)CCc3ccccc3)ccc2n1Cc1cccc(C(F)(F)F)c1	28	0.1	4	0	1.6	24	.	3	-8	-15	.
CSc1nc(Oc2ccc(F)cc2)c2ccccc2n1	4	0.7	7	2	-0.1	14	-18	4	-5	0	1
Cc1cccc(N2CCN(C(=O)c3nn(C)c4c3CS(=O)(=O)c3ccccc3-4)CC2C)c1 (stereo not given)	-9	0.0	5	0	-0.2	28	14	5	-3	-2	-1
CCn1cnc2c1c(=O)n(CC(=O)NCC(F)(F)F)c(=O)n2Cc1ccccc1	14	0.3	14	4	-0.2	6	6	3	12	15	0
CCOc1ccc(C(=O)NCC(c2cccs2)N(C)C)cc1OCC (stereo not given)	-24	-1.5	-2	-7	-0.1	0	0	-4	-8	-22	0
COc1cc(C2C3=C(CCCC3=O)Nc3c2c(C)nn3-c2cccc(C)c2)cc(OC)c1O (stereo not given)	-57	0.3	3	5	0.1	-7	7	1	1	-14	3
CC1(c2ccc(Cl)cc2)NC(=O)N(CC(=O)NCc2ccc(F)cc2)C1=O (stereo not given)	5	-0.5	18	-4	-0.2	-5	10	-3	4	-11	1
CCOc1ccc(N(C(C)C(=O)N2CCCCCC2)S(C)(=O)=O)cc1 (stereo not given)	-5	-0.5	10	4	0.0	17	17	3	-9	7	3
CC1CCCCN1C(=O)CSc1nc(N)nc(N)n1 (stereo not given)	19	-0.3	11	-3	0.2	16	-2	-16	2	2	2
CN1C(=O)/C(=C2\SC(N3CCCCCC3)=NC2=O)c2ccccc21	-1	-3.9	-248	-22	-0.3	-170	-34	-100	-54	-90	0
COc1ccc(C(=O)OCC(=O)c2ccc(CNC(C)=O)s2)cc1	-11	-0.6	-48	0	0.1	-38	-16	-44	0	-26	3
COc1ccc(C2=NN(C(=O)c3ccco3)C(c3cccs3)C2)cc1OC (stereo not given)	-35	1.7	-97	-18	0.6	-28	.	-34	24	-37	.
COc1ccccc1N1CCN(C(=O)CN(C)S(=O)(=O)c2ccc(C)cc2)CC1	1	-1.8	2	-7	0.0	10	.	11	7	-24	.
NC(=O)CSc1nnnn1-c1cccc(Cl)c1	-3	-0.6	21	-7	0.2	13	0	-3	1	-11	3
O=C(COC(=O)CN1C(=O)NC2(CCCC2)C1=O)Nc1ccc(C(F)(F)F)cc1[N+](=O)[O-]	-7	-0.3	-13	18	0.0	-9	6	3	10	-25	2
O=C(NCc1ccccc1)c1ccc(S(=O)(=O)N2CCCC2)cc1	-15	0.1	2	3	-0.3	13	-10	-4	-6	-18	3
COC(=O)Cn1c(C)nc2ccccc21	0	-1.0	10	-3	0.0	8	7	-2	9	-7	2
Cc1cc(=O)oc2c(N)c(O)ccc12	-13	-0.1	-4	3	1.3	-50	-17	-17	-15	-34	-4
c1cncc(-c2nc3ccccc3s2)c1	-22	-0.4	-268	10	0.7	-239	-74	-76	-3	-64	1
COc1ccc(Nc2nc(NC(C)C)nc3ccsc23)cc1OC	29	2.7	4	-13	0.3	16	.	15	0	2	.
CC(C)(C)C(=O)NC(C(N)=O)=C(Cl)Cl	-2	-5.1	9	-20	-0.3	13	-6	-2	25	-6	-3
O=C(NC1CCCC1)c1cccc(S(=O)(=O)N2CCCC2)c1	14	-0.5	5	1	0.0	22	4	-6	1	-8	0
COc1ccc(S(=O)(=O)N(C)[C@H]2C[C@H]3c4cc(N5CCN(C)CC5)ccc4CCN3C(=O)[C@H]2[C@H](C)O)cc1	-2	1.7	7	10	-0.1	1	.	-7	-4	-18	.
CN(C(=O)c1ccc(NC(=O)Cc2ccc(NC(=O)C3CCCN(S(=O)(=O)c4cccc([N+](=O)[O-])c4)C3)cc2)cc1)C1CCCC1 (stereo not given)	-14	-2.9	-9	19	0.0	10	3	11	-17	8	.
OC(COCc1ccccc1)COCc1ccccc1	18	-2.4	-5	5	0.0	6	0	2	20	15	.
CCN(CC)c1ccc(C(=O)NNC(=O)CCc2nc3ccccc3c(=O)[nH]2)cc1	5	-0.6	9	-4	0.1	4	9	-8	-4	-7	-3
CCCC(c1nnnn1C(C)(C)CC)N(CCCO)Cc1cc2cc(C)cc(C)c2[nH]c1=O (stereo not given)	-14	3.0	15	7	0.2	9	7	13	-6	19	2
COc1ccc(OC)c(C(C)NC(C)=O)c1 (stereo not given)	-16	-1.0	14	6	-0.4	16	7	-4	5	7	0
COC(=O)C1CCCCN1C(=O)c1cc(COc2cccc3cnccc23)on1 (stereo not given)	42	-0.1	15	-5	2.3	29	6	79	49	102*	3
COc1ccc(-c2nc3ccccn3c2/N=C/c2ccc(OC)c(OC)c2)cc1O	-11	-0.6	-14	-6	0.1	-28	-13	-19	-16	1	-4
COc1ccccc1NS(=O)(=O)c1ccc2oc(=S)[nH]c2c1	-8	0.0	23	-4	0.2	23	9	-1	4	3	4
Cc1ccc(S(=O)(=O)N2CCN(C(=O)CC(C)n3cncn3)CC2)cc1 (stereo not given)	19	0.9	8	8	-0.1	20	4	0	-9	-18	-1
CC(C)c1ccc(NC(=O)C2CCCN2S(=O)(=O)c2ccccc2F)cc1 (stereo not given)	-4	2.9	-49	10	0.8	-66	-19	5	-9	2	3
O=C(Nc1ccc([N+](=O)[O-])cc1)c1ccccc1	-53	-0.7	-294	2	-0.1	-266	-42	-23	-4	-59	-1
COc1ccc(C2N(Cc3ccccc3)CC(=O)N2/N=C(\C)c2ccccc2)cc1 (stereo not given)	-13	-0.3	-102	2	-0.2	-92	-35	-30	-9	-8	-2
CN(C)CCCCOc1ccccc1-c1ccccc1	14	-2.1	23	-1	-0.2	7	13	-26	-20	3	0
Cc1ccc(C(=O)COC(=O)CN2C(=O)C3C4CCC(C4)C3C2=O)cc1C (stereo not given)	1	-0.3	-3	-2	0.0	6	-12	-17	-2	18	.
CCCS(=O)(=O)NC(=O)C1(C)CCN1C(=O)Cc1ccc(Cl)cc1Cl (stereo not given)	-17	-0.4	10	-13	-0.1	-6	.	4	7	18	.
S=c1[nH]nc(-c2cccnc2)n1C1CCCCC1	-6	-0.4	21	0	0.2	-80	-1	-12	8	3	-1
O=C(CC(C(=O)O)c1cccc(Cl)c1)c1ccccc1 (stereo not given)	-5	0.3	18	8	0.1	9	-3	4	13	-23	-1
O=S1(=O)CC(N2CCN(CCO)CC2)CN1Cc1cn(Cc2ccc(Cl)cc2)nn1 (stereo not given)	0	0.1	2	.	-0.2	.	.	.	.	0	.
Cn1c(CN2CCOCC2)nnc1SCC(=O)Nc1cc(Cl)ccc1Cl	-35	-0.5	-4	4	0.0	-20	-14	3	-6	-27	3
CCCc1cc(C(=O)N/N=C/c2ccc(CC)s2)c2ccccc2n1	4	-3.7	24	-14	-0.2	23	12	.	7	-85	0
CCOC(=O)c1cnn(C)c1NC(=O)c1ccc([N+](=O)[O-])cc1	17	-0.3	8	2	-0.2	-11	2	11	-1	12	1
N#Cc1nc(-c2ccc(F)cc2)oc1NCc1ccco1	-28	-0.2	-148	2	-0.2	-97	-14	-39	12	-27	-3

Screens (PubChem BioAssay)
